Vif-A3F inh = inhibitors of Vif-A3F interaction | 0.2% of 390,000 active | AID 602313 | Potency, µM (highest dose often 46.1 µM), without a hit: at the top dose activity, negative = active | HeLa A3F-eYFP + Vif (tagged APOBEC3F with the HIV-1 protein that degrades it), YFP fluorescence increase; note: potency is the fitted concentration of half-maximal effect; % of control where 0% means no effect; nearly all actives have a fitted effect of over 65% in size
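HeLa cells stably expressing Vif plus C-terminally eYFP-tagged A3F were seeded, incubated overnight at 37 deg C, dosed with compound, incubated overnight again at 37 deg C. Yellow fluorescence (Ex 488/Em 500-530) reported blocked Vif-mediated A3F-eYFP degradation.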
D2 agonist = activates the human D2 dopamine receptor; HEK293 T-REx D2 cells, calcium flux agonist mode; activation, % at 2 µM; 0.53% of 340,000 active; AID 485358;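 active = activation over 3 SD above normal in the single-dose calcium agonist read, cut at about 30% in these data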; note: 0% is about no effect
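Tetracycline-induced HEK293 T-REx cells with force-coupled D2 receptor, plated overnight at 30 C, loaded with no-wash calcium dye. After a 10 s baseline, compound was pin-added and calcium flux read kinetically for 180 s; calcium rises flagged agonists.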
D2 antag = antagonists of human D2 dopamine receptor; P14416; HEK293 TREx D2 cells, calcium flux, dopamine EC80; inhibition, % at 10 µM; 2% of 340,000 active; in the data active = inhibition above about 30%; note: 0% is about no effect
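Overnight-induced (tetracycline, 30 C) HEK293 T-REx cells carrying force-coupled D2 receive a no-wash calcium dye, then compound, then EC80 dopamine at 180 s; signals are read kinetically throughout.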
LDHA inh = inhibitors of human lactate dehydrogenase A; activity change, % (values are at about 110 or 230 µM); AID 1347041; purified LDHA, NADH/diaphorase-resazurin fluorescence; stronger effect = lower value; P00338; 0.15% of 480,000 active; in the data active = activity change below about -30%; inconclusive = mostly about -25% to -30%;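 note: plate controls were DMSO wells for no effect and wells without enzyme for full effect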
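Enzyme activity of human lactate dehydrogenase 5 (2 nM; 0.06 mM NADH, 0.2 mM pyruvate, 5 min, RT) is measured via a resazurin/diaphorase fluorescence readout of residual NADH.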
RGS4 inhibitor = human RGS4 inhibition; P49798; Transcreener GDP fluorescence polarization, RGS4-accelerated GTP hydrolysis; Potency, µM (series often up to 114 µM), without a hit: at the highest dose activity change, negative = inhibition, most hits filed as inhibitors; 0.039% of 390,000 active; AID 504845; note: potency is the fitted concentration of half-maximal effect; % is set by controls: 0 for no effect and ±100 for the full control effect; nearly all actives have a fitted effect of over 75% in size; some results filed as inactive show a strong effect at the top dose
Target sequence (P49798 whole entry, looked up): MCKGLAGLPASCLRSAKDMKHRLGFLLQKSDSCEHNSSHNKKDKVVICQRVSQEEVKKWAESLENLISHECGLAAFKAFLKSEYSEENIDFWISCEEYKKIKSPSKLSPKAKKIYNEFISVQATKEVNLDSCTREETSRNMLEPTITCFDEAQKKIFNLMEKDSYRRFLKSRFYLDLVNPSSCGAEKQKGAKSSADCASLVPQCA
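MLSMR compounds (23 nl, pin-transferred) preincubated 10 min at room temperature with a 500nM (2x) first reagent, then RGS4 at 900nM (2x) plus Transcreener GDP mix added; fluorescence polarization (620/688 nm) read before and after 90 min at 30 °C.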
ALOX12 inh = ALOX12 (human) lipoxygenase inhibition | Potency, µM (highest dose often 108 µM), for inactives: at the top dose activity change, negative = inhibition, actives largely listed as inhibitors | 1.1% of 580,000 active | purified 12hLO, xylenol orange hydroperoxide absorbance | P18054 | AID 1671190; note: potency is the fitted concentration of half-maximal effect; % is set by controls: 0 for no effect and ±100 for the full control effect
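Purified human 12hLO (150 nM final) in 25 mM Hepes, 0.01% Triton X-100, pH 7.0 was preincubated 15 min at room temperature with compound. Then 40 uM arachidonic acid was added, 30 min. Hydroperoxide was read by Fe-XO absorbance ratio 573/405 nm.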
GRP78 ERSR act = ER stress response induction in glioma. U87-MG GRP78 promoter luciferase reporter, 16 h. Potency, µM, without a hit: at the top dose activation, most hits filed as activators. 0.02% of 420,000 active. AID 602332; note: potency is the fitted concentration of half-maximal effect; series mostly up to about 76 µM; % of control where 0% means no effect; nearly all actives have a fitted effect of over 35% in size
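Stably transfected U87-MG glioma cells carrying a GRP78-based luciferase sensor; 16 h compound incubation. Luminescence end-point read 10 min after Bright-Glo addition at room temperature.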
Vif-A3G inh = blocks the Vif interaction with human APOBEC3G. Q9HC16. HeLa A3G-eYFP + Vif (tagged APOBEC3G with the HIV-1 protein that degrades it), YFP fluorescence, overnight. Potency, µM (doses to about 46.1 µM), inactives show top-dose activity, negative = active, actives largely listed as inhibitors. 0.076% of 410,000 active. AID 602310;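 note: potency is the fitted concentration of half-maximal effect; % is set by controls: 0 for no effect and ±100 for the full control effect; nearly all actives have a fitted effect of over 60% in size; hits raise eYFP signal because A3G escapes Vif-driven loss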
Target sequence (Q9HC16 whole entry, looked up): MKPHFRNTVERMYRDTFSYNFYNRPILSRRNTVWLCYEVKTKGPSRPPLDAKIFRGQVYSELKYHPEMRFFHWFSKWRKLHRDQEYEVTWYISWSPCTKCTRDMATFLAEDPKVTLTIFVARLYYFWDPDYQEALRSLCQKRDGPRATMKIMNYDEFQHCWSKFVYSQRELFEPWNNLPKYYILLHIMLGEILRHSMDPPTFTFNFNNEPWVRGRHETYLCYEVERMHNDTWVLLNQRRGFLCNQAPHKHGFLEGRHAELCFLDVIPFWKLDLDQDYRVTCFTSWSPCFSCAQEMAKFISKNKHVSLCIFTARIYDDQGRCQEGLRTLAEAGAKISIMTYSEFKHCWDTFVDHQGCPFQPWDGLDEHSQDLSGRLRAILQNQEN
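HeLa cells stably expressing Vif and C-terminally eYFP-tagged A3G, seeded overnight at 37 deg C, then exposed to compound by pintool overnight at 37 deg C. Rise in yellow fluorescence (Ex 488/Em 500-530, Acumen) marks blocked Vif-driven A3G degradation.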
ERG Ets-DNA blk = inhibitors of human ERG Ets domain-DNA interaction; fluorescence polarization, His-ERG Ets domain / labelled DNA; 0.028% of 370,000 active; Potency, µM (titrated, usually from 76.9 µM), for inactives: top-dose FP activity, negative = inhibition, actives largely listed as inhibitors; P11308; active = well fitted inhibition curve with a large enough effect in the polarisation, with a control signal flat; inconclusive = small, poorly fitted or top-dose-only effect, or effect the other way, or a change in a side signal; inactive = no such curve, though single readings can be large or run the other way; the % refers to the polarisation;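 note: polarization taken with two DNA probes labelled with fluorescein and Texas red; potency is the fitted concentration of half-maximal effect; % of control where 0% means no effect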
Target sequence (P11308 whole entry, looked up, the tested form may be a part): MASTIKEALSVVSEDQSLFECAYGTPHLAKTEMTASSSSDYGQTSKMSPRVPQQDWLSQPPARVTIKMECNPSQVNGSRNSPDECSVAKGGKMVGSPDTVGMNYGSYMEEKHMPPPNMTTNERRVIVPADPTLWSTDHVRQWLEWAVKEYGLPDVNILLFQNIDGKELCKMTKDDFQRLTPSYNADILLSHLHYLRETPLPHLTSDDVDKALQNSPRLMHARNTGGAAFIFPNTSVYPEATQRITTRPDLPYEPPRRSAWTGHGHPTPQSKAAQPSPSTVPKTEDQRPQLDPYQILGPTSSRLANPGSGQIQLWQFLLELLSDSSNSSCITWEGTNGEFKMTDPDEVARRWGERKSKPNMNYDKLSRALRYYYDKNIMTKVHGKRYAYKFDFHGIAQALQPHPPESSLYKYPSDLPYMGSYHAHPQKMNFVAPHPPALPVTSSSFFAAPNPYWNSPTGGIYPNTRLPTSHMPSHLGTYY
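His-tagged ERG Ets domain (1 uM in the protein solution; 300mM KCl, 50mM Tris-HCl, 1mM EDTA, 1mM DTT, pH 7.5) received compound, then a probe mix of 5 nM fluorescein-DNA and 100nM Texas-615-DNA. Fluorescence polarization was read for both dyes.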
* marks the source's active call; other numbers are inactive results; u = inconclusive; x = not tested or not shown; & = joins results of further samples; [ ] = remark or other dose. Unless noted, calls come from the whole dose curve; as a rule, active = well fitted curve in the direction sought with a large enough effect; inconclusive = small, poorly fitted or top-dose-only effect, or another doubt; inactive = no such curve, though single readings can be large; an effect the other way counts as inactive or inconclusive. Only part of the results is shown, so the mix of outcomes need not match the whole.

SMILES	Vif-A3F inh	D2 agonist	D2 antag	LDHA inh	RGS4 inhibitor	ALOX12 inh	GRP78 ERSR act	Vif-A3G inh	ERG Ets-DNA blk
COc1ccc(C(=O)Oc2cc(C)[nH]c(=O)c2[N+](=O)[O-])cc1	4%	-0.7	1	-5	11%	u	-2%	3%	-6%
O=[N+]([O-])c1ccc(NC(=S)N2CCOCC2)cc1	-14%	0.5	1	-1	-5%	5%	-3%	-1%	4%
CCOC(=O)c1cnc(SCc2nc(N)nc(Nc3ccc(C)cc3)n2)nc1N	-1%	0.7	-8	-7	1%[11.4 µM]	-2%	1%	-16%	3%
Cc1ccc2[nH]cc(S(=O)(=O)c3ccc(F)cc3)c(=O)c2c1	-13%	0.6	2	-9	17%	-2%	-8%	0%	-6%
CC(C)(C)c1ccc(S(=O)(=O)N2CC(C(=O)O)Oc3ccc(Cl)cc32)cc1 (configuration not stated)	1%	-1.0	-3	-8	-1%	36%[activator]	-2%	0%	3%
O=C(c1cccc(S(=O)(=O)N2CCCCC2)c1)N1CCc2ccccc21	-6%	2.0	-14	0	-31%	-16%	-2%	-15%	-3%
COCCN(C(=O)COC(=O)CCC1CCCCC1)c1c(N)n(Cc2ccccc2)c(=O)[nH]c1=O	-10%	x	x	-8	x	1%	-5%	-7%	x
O=C(CCn1nc(-c2ccc(Cl)cc2)c2ccccc2c1=O)NN1CCOCC1	-4%	-0.9	8	4	3%	4%	-4%	-1%	-5%
COc1ccc(N2CC(C(=O)OCC(=O)Nc3cc(C)on3)CC2=O)cc1 (configuration not stated)	3%	-0.9	28	0	2%	-27%	-2%	-2%	-6%
COc1ccc(CNC(=O)CSc2nc3cccnc3s2)cc1	4%	-0.1	-6	1	-4%	-6%	1%	-2%	0%
O=CN1CCN(C=O)C(O)C1O (configuration not stated)	2%	x	x	-4	-8%	-17%	-3%	0%	-9%
CCOc1ccc(Nc2nc(N3CCCC3)nc(N3CCN(c4ccc(OC)cc4)CC3)n2)cc1	2%	-0.2	4	-7	-6%	15%	-3%	-4%	-3%
COc1cc2c(cc1OC)C(COc1ccccc1OC)N(C(=O)C(C)(C)C)CC2 (configuration not stated)	16%	x	x	5	-10%[56.9 µM]	u	-1%	1%	-11%
CCC1=C(c2ccc(C)cc2)S(=O)(=O)N=C1N1CCC(C(=O)NCc2ccccc2Cl)CC1	0%	-0.1	x	-10	7%	-17%	-4%	3%	4%
COc1ccc(N(CC(=O)Nc2ccc(C)cc2C)S(=O)(=O)c2ccccc2[N+](=O)[O-])c(OC)c1	5%	0.1	-5	-7	22%	-10%	-4%	2%	7%
COc1cccc(-c2cc(-c3cccnc3)nc(N)c2C#N)c1	-1%	-1.3	-1	-2	-3%	0%	-3%	-6%	11%
COc1ccc(NC(=O)N(Cc2ccc3c(c2)OCO3)C2CC(=O)N(c3ccc(OC)cc3)C2=O)cc1 (configuration not stated)	13%	x	x	-9	31%	-23%	-2%	-3%	45%[activator]
COc1ccc(CNC(=O)C2=CC(c3ccc(C)cc3)=NS(=O)(=O)N2C)cc1	6%	0.2	10	-2	-6%	21%	-1%	1%	9%
COc1cccc(C(=O)Nc2ccccc2OC(F)(F)F)c1	0%	x	x	-5	-10%	-1%	-1%	1%	2%
Cc1cc2nccc(-c3ccc(F)cc3)n2n1	2%	-0.5	0	-3	4%	0%	3%	0%	-7%
CC1CCN(S(=O)(=O)c2cc(C(=O)N3CCN(c4ncccn4)CC3)ccc2Br)CC1	3%	-1.4	-4	-8	-31%	-6%	-4%	0%	-10%
COc1ccccc1OCc1nc(C#N)c(NCCCn2ccnc2)o1	-2%	-0.8	-7	0	18%	10%	3%	1%	7%
Cc1ccc2c(=O)cc(C(=O)Nc3ccc(S(=O)(=O)N4CCCC(C)C4)cc3)oc2c1C (configuration not stated)	-5%	0.4	x	1&2	-7%	10%&-17%	-5%	-1%	2%
CCOc1ccccc1CN1CCC(O)CC1	1%	-0.4	5	-20	11%	u	-3%	1%	3%
CCOc1cc(C(=O)Nc2ccc3c4c(cccc24)C(=O)N3CC)cc(OCC)c1OCC	-2%	2.3	28	-1	-19%	0%	-1%	-6%	9%
CCc1ccc(-c2cc(C)no2)cc1S(=O)(=O)NCCCN1CCN(c2ccccc2)CC1	2%	72*	51*	-9	-7%[56.9 µM]	0%	-2%	0%	0%
COc1cc(OC)cc(C(=O)OCC(=O)Nc2cccc(C(C)=O)c2)c1	1%	0.0	-2	0	-21%	1%	-2%	1%	-2%
O=C(NCCCN1CCOCC1)c1cccc(S(=O)(=O)N2CCN(c3ccccc3)CC2)c1	8%	0.2	-13	-4	-4%	-11%	-1%	0%	-1%
COC(=O)c1cccc(N(CC(=O)NCC2CCCO2)C(=O)CCC(=O)Nc2cc(C)on2)c1 (configuration not stated)	-6%	0.0	-32	-17	-3%	26%	11%	1%	-19%
COc1ccc(CCC(=O)NNC(=O)Nc2cc(Cl)ccc2C)cc1	5%	-0.5	33*	-8	24%	15%	-6%	2%	-2%
O=C(CN1CCCCC1)Nc1ccc(S(=O)(=O)NC2CCCCC2)cc1	-1%	x	x	-15	1%	4%[57.4 µM]	-2%	2%	3%
Cc1nc(NS(=O)(=O)c2ccccc2)sc1NC(=O)Nc1ccc(Cl)cc1	5%	0.9	-18	-3	u	40µM*	6%	3%	25%
CCCN(CC(=O)Nc1ccccc1C)C(=O)COC(=O)CSc1ccc([N+](=O)[O-])cc1	-9%	-1.3	1	-3	-50%	u	-6%	-1%	-3%
N#CN=C1CCCCCN1CC(N)=O	-8%	1.4	-2	-7	0%	u	-4%	-6%	-3%
CC(C)c1cc(NC(=O)c2ccccc2)cc(C(C)C)c1O	-8%	-2.7	9	-2	9%	u	-6%	1%	-11%
COc1ccc(C(=O)NCc2nnc(SCC(=O)N3CCc4ccccc43)n2CCc2ccccc2)cc1	-9%	0.5	-5	-3	-4%	18%	-1%	-1%	-10%
O=C(O)CCc1ccc(-c2ccccc2)n1-c1cccc(Br)c1	1%	-1.6	x	-2	-20%	-18%	-4%	-5%	-1%
COCc1cc(CNC(=O)C2CCC(=O)N(Cc3ccccc3F)C2)[nH]n1 (configuration not stated)	4%	1.2	4	-8	-9%	6%	-3%	2%	-11%
O=[N+]([O-])c1ccc(Cl)cc1CN1CCCCCC1	-18%	0.6	12	-13	-1%	5µM*	-5%	3%	4%
CN(C)Cc1ccccc1Sc1cccc2ccccc12	6%	-0.4	14	0	-6%	-16%	-4%	-1%	7%
COc1ccc(-c2nc3c(C#N)c[nH]n3c2NC2CCCC2)c(OC)c1	5%	14	x	-5	-28%	3%	-1%	-10%	0%
CCCCCSc1nc2sc3c(c2c(=O)n1-c1ccc(OC)cc1)CCN(C(C)=O)C3	6%	-0.7	x	5	-22%	u	-1%	-4%	1%
CCN(CC)C(=O)CSc1nc2ccccc2n1CC(=O)N1CCN(c2ccccc2OC)CC1	4%	0.1	-5	1	-10%[11.4 µM]	-3%	-4%	1%	-10%
Cc1cc(NC(=O)c2ccccc2)cc(NC(=O)c2ccccc2)c1C	0%	0.4	5	-1	-20%	16%	-5%	6%	9%
CC1(C)Cc2c(c(N3CCOCC3)nc3sc(C(N)=O)c(N)c23)CO1	7%	-0.2	-9	-2	-17%	-26%	-2%	-6%	-3%
N#Cc1ccc(-c2ccc(OCC(=O)NCCc3ccccc3)cc2)cc1	-6%	-0.6	-6	2	-7%	12%	-3%	0%	-4%
NC(=O)c1ccc[n+](CC(=O)c2cccc([N+](=O)[O-])c2)c1	0%	0.2	-3	2	3%	-27%	-8%	-3%	-14%
O=C(Cc1c(F)cccc1Cl)Nc1ccc(S(=O)(=O)Nc2nccs2)cc1	3%	-0.1	12	-11	15%	0%	-1%	2%	18%
CSCC[C@H](NC(=O)C1CCN(C(=O)[C@H](Cc2ccccc2)NS(=O)(=O)c2ccc(C)cc2)CC1)C(=O)O	-15%	-0.7	-10	2	-30%	0%	0%	-2%	6%
CCOc1ccccc1CN1CCc2nc(Nc3ccc4c(c3)OCCO4)ncc2C1	3%	1.1	x	7	10%	u	-4%	0%	-4%
CCC(C)NCCCOc1ccc([N+](=O)[O-])cc1 (configuration not stated)	-3%	-1.6	10	-10	-17%	-23%	-2%	-6%	-5%
O=C(O)c1cccc(C(=O)O)c1	-5%	0.6	-9	-11	14%	23%	-2%	1%	0%
COc1ccc(N2CCN(C(=O)c3ccc(N4C(=O)NC5CC4(C)Oc4ccccc45)cc3)CC2)cc1 (configuration not stated)	-8%	0.4	-7	0	-13%	-35%	-4%	2%	-9%
Cc1ccc2[nH]c(=O)c(CN(Cc3cccs3)Cc3nnnn3CC3CCCO3)cc2c1 (configuration not stated)	1%	0.3	-4	-1	-6%	-24%	-1%	0%	x
CCOc1ccc(N(CC(=O)Nc2ccc(CC)cc2)S(=O)(=O)c2c(C)[nH]c(=O)[nH]c2=O)cc1	-1%	0.0	-10	-3	14%	5%	0%	0%	7%

Screening data deposited in PubChem by National Center for Advancing Translational Sciences (NCATS).
